# GLP-1R inv ag – acts as inverse agonist at human GLP-1 receptor; P43220; HEK293 GLP-1R CRE-luciferase, luminescence, 24 h; GLP-1R form is constitutively active; Potency, µM (series often up to 38.3 µM), for the others: at the top dose activity change, negative = inhibition, most hits filed as inhibitors; actives 1.6% (n = 410,000); further: potency means the concentration at half of the fitted maximal effect; on the % scale 0 is the no-effect control and ±100 the full control effect; nearly all actives have a fitted effect of over 55% in size
#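 Using stably transfected HEK293 (constitutively active GLP-1R, cAMP-luciferase reporter), compounds were incubated 24 hr and luciferase measured by luminescence.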
# PTHR1 ag – activates the human parathyroid hormone receptor PTHR1. Q03431. HEK293 GP2 PTHR1 cells, GloSensor cAMP luminescence, 1 h. Potency, µM (series often up to 115 µM), for the others: top-dose activation, most hits filed as activators. actives 0.075% (n = 410,000); further: potency means the concentration at half of the fitted maximal effect; nearly all actives have a fitted effect of over 55% in size; some results filed as inactive show a strong effect at the top dose; inactives centre near -15; many of its hits are not listed in these tables
#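 HEK-293-derived GP2 cells expressing PTHR1 and a GloSensor cAMP reporter, 3,000/well, plated overnight, given luciferin plus IBMX (each 0.5 mM as added) for 1 h at 37 °C, then compound for 1 h at 37 °C. Luminescence was read after 15 min at room temperature.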
# EPAC1 antag – blocks human EPAC1 exchange factor | EPAC1 GEF assay, Rap1b-BODIPY-GDP exchange fluorescence | Potency, µM (titrated, usually from 115 µM), for the others: at the highest dose activity change, negative = inhibition, hits mostly inhibitors | actives 0.14% (n = 360,000);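 further: potency means the concentration at half of the fitted maximal effect; plate controls were vehicle for no effect and positive control for full effect; nearly all actives have a fitted effect of over 50% in size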
# PLK1 PBD inh – blocks phosphopeptide binding to human PLK1 polo-box domain. actives 2.8% (n = 360,000). AID 720504. Potency, µM, without a hit: max response, negative = inhibition, most hits filed as inhibitors. P53350. Plk1 PBD binding of FITC phosphopeptide, fluorescence polarization; further: potency means the concentration at half of the fitted maximal effect; series mostly up to about 57 µM; on the % scale 0 is the no-effect control and ±100 the full control effect; nearly all actives have a fitted effect of over 65% in size
# Target sequence (P53350 whole entry, looked up, the tested form may be a part): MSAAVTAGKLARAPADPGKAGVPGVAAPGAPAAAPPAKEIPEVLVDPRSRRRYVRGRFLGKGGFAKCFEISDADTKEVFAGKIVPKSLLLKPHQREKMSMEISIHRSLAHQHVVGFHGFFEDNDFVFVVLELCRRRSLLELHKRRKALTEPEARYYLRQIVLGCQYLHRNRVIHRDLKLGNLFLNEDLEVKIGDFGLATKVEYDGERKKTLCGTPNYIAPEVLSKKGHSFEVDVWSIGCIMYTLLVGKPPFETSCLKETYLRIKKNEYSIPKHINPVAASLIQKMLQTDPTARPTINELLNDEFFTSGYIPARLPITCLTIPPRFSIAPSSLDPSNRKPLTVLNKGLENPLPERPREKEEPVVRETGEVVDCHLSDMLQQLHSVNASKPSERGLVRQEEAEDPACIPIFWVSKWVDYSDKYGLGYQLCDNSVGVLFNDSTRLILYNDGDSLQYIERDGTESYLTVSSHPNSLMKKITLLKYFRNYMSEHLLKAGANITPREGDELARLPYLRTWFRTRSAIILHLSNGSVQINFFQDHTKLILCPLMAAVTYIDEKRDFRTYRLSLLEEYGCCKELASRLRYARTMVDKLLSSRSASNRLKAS
# GLP1R ag – agonists of human GLP-1 receptor; P43220; HEK293 GLP-1R CRE-luciferase, luminescence, 4-6 h; cells express a hypersensitive GLP-1R form; Potency, µM (highest dose often 45.6 µM), for the others: top-dose activation, usual class: activators; actives 0.007% (n = 380,000); AID 624172; further: potency means the concentration at half of the fitted maximal effect; % of control where 0% means no effect
# EPAC1 ag – activates human EPAC1 exchange factor; O95398; AID 720707; EPAC1 agonist qHTS, biochemical assay; response scale: 100% = response to 6.5 mM cAMP; Potency, µM (top dose mostly 154 µM), without a hit: top-dose activation, usual class: activators; actives 0.073% (n = 360,000); further: potency means the concentration at half of the fitted maximal effect; nearly all actives have a fitted effect of over 60% in size
#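 Normalized to 6.5 mM cAMP, activity reflects EPAC1-catalysed release of BODIPY-GDP from Rap1B, followed kinetically over 30 min at 480 nm excitation, 540 nm emission. Reaction contained 100 nM EPAC1, 250 nM Rap1B-BODIPY-GDP, 50 uM GDP.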
# IL2 activator – IL-2 activation; IL-2 activation reporter assay, cell-based qHTS; stimulated with anti-CD3/CD4/CD28 beads; in transgenic mouse T cells; activation, % (series mostly up to about 46 µM); actives 0.065% (n = 360,000); in the data active means activation above about 50%; inconclusive means mostly about 30% to 49%; further: 0% is about no effect
#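 Readout: EGFP and DsRed signals by fluorescent plate cytometry. Unstimulated transgenic mouse T cells received compound 60 min before antibody-bead stimulation, then incubated 18 h at 37 degrees C.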
# GLP1R cytotox – cytotoxicity counter-screen for GLP-1 receptor inverse agonists | HEK293 cAMP-luciferase reporter cells, luminescence, 24 h | Potency, µM (titrated, usually from 38.3 µM), without a hit: at the top dose activity change, negative = inhibition, usual class: inhibitors | actives 0.13% (n = 410,000) | AID 624418;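 further: loss of luciferase light is scored as toxicity; potency means the concentration at half of the fitted maximal effect; on the % scale 0 is the no-effect control and ±100 the full control effect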
#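 Here, cytotoxicity is scored as loss of luminescence. The MLSMR collection was tested on cells seeded in medium containing 10% Nu serum, with a 24 hr compound exposure preceded by 12 hours of culture.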
# PI5P4Ka inh – blocks human PI5P4K alpha kinase activity; max response, %; actives 1.2% (n = 330,000); AID 652105; PI5P4Kalpha enzyme, ADP-Glo luminescence, 60 min; hits give low values; P48426; active means max response of -50% or lower; inconclusive means between -30% and -50%; inactive means -30% or higher; further: value at the top dose of about 77 µM; on the % scale 0 is the no-effect control and ±100 the full control effect
# Target sequence (P48426 whole entry, looked up): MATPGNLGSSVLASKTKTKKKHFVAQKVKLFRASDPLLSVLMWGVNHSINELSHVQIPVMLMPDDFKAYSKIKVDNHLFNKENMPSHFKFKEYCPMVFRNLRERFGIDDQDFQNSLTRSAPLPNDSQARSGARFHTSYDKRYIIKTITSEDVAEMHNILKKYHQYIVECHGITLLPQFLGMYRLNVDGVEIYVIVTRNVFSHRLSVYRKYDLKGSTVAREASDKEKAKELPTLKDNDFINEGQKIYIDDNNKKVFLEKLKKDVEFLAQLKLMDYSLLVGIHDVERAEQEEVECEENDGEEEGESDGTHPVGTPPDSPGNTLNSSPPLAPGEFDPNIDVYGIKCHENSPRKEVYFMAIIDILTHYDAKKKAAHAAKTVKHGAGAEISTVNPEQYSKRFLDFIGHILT
#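 Quantitative HTS of the MLSMR library against PI5P4Kalpha with substrate. ATP added last at 5 microM final; room temperature, 60 minutes. Remaining ATP depleted, ADP converted and read as luminescence.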
# Numbers without * were called inactive; i = inactive; u = inconclusive; x = not tested or not shown; [ ] = dose if it differs, or a comment. Unless noted, the call rests on the fitted dose curve; in most records, active means well fitted curve in the direction sought with a large enough effect; inconclusive means small, poorly fitted or top-dose-only effect, or another doubt; inactive means no such curve, though single readings can be large; an effect the other way counts as inactive or inconclusive.
Structure	GLP-1R inv ag	PTHR1 ag	EPAC1 antag	PLK1 PBD inh	GLP1R ag	EPAC1 ag	IL2 activator	GLP1R cytotox	PI5P4Ka inh
CCN1C(=O)[C@H]2[C@@H](c3ccc(-c4ccc(OC)cc4)cc3)N[C@@](CC(C)C)(C(=O)OC)[C@H]2C1=O	u	i	-4%	-4%	-4%	1%	2.0	u	5
O=C(NNC(=O)c1c(O)c2ccccc2[nH]c1=O)c1ccccc1Br	19%	i	4%	-3%	3%	3%	0.8	11%	0
CCOC(=O)c1ccc(NC(=O)CN(c2ccc(C)cc2)S(=O)(=O)c2c(C)nn(C)c2C)cc1	u	-12%	-14%	u	12%	9%	0.8	-28%	x
O=C(NCc1ccncc1)C1CCC(=O)N(CCc2ccc(Cl)cc2)C1 (stereo not drawn)	-4%	i	-2%	4%	8%	21%	0.1	0%	1
CCCCCc1c(-c2cccc(Br)c2)ncn1CCc1ccccc1OC	u	-1%	-14%	-10%	-3%	-15%	-0.8	4%	12
CSc1ncccc1-c1nc2ccccc2[nH]1	47%[activator]	i	7%	-19%	4%	-3%	-1.9	-2%	-9
CCOC(=O)N1CCC(NC(=O)c2cc(C(=O)Nc3ccc(S(=O)(=O)N4CCCCC4)cc3)ccc2CO)CC1	-14%	-16%	-17%	4%	-4%	3%	0.2	5%	2
COc1ccc(NC(=O)CSc2nnnn2C2CCCC2)c(OC)c1	-4%	u	-3%	-12%	6%	-2%	-1.1	3%	6
O=C(Nc1ncc([N+](=O)[O-])s1)C1CCN(S(=O)(=O)c2cnc[nH]2)CC1	25%	-39%[inhibitor]	15%	-9%	5%	6%	1.5	u	x
COc1ccc(-n2c(Cc3cccn3C)nnc2SCC(=O)Nc2cccc(F)c2)cc1	-26%	-14%	-22%	-6%	-1%	-4%	-3.8	3%	0

Structure	GLP-1R inv ag	PTHR1 ag	EPAC1 antag	PLK1 PBD inh	GLP1R ag	EPAC1 ag	IL2 activator	GLP1R cytotox	PI5P4Ka inh
CCN(C(=O)CSc1nc2cc(Cl)ccc2c(=O)n1Cc1ccco1)C1CCS(=O)(=O)C1 (stereo not drawn)	10%	-17%	-11%	-6%	3%	1%	0.0	-4%	-2
Cc1cccc(NC(=S)NCc2cccn2C)c1	0%	-22%	-4%	-2%	-6%	4%	-0.9	-10%	x
COc1ccc(CC(=O)O/N=C(\N)Cc2ccc(OC)c(OC)c2)cc1	0%	i	9%	0%	18%	-5%	-2.2	-5%	x
Cc1nnc(Nc2ccccn2)c2ccccc12	0%	i	4%	4%	11%	1%	-2.7	-10%	1
Cc1csc2nc(-c3cccc(NS(C)(=O)=O)c3)cn12	13%	0%	x	x	6%	x	x	0%	x
C=CCC[C@H](Cc1ccc(F)cc1)C(=O)OC[C@H](Cc1c[nH]c2ccccc12)NC(=O)[C@@H](CC=C)CC(=O)N[C@@H](CO)Cc1ccccc1	u	i	4%	-12%	4%	-10%	-3.4	-14%	2
CN(C(=O)COC(=O)CNC(=O)c1ccc2ccccc2c1)c1c(N)n(Cc2ccccc2)c(=O)[nH]c1=O	16%	i	-12%	-3%	-3%	5%	-1.3	-3%	-17
COc1ccc(/C=C2\CCCC3C2=NN(C(=O)c2ccco2)C3c2ccc(OC)c(OC)c2)cc1OC (stereo not drawn)	-28%	i	-5%	1%	3%	-2%	0.1	u	5
O=C1CSC(c2ccccn2)N1c1ccc(Cl)c(Cl)c1 (stereo not drawn)	0%	-9%	-2%	-9%	-4%	6%	0.7	6%	-18
O=C(OCC(=O)c1c[nH]c2ccccc12)c1cc(Br)ccc1O	u	-8%	14%	-3%	9%	12%	-4.8	0%	4

Structure	GLP-1R inv ag	PTHR1 ag	EPAC1 antag	PLK1 PBD inh	GLP1R ag	EPAC1 ag	IL2 activator	GLP1R cytotox	PI5P4Ka inh
O=C(c1cccc(S(=O)(=O)N2CCc3ccccc3C2)c1)N1CCN(c2ccccc2)CC1	u	-7%	1%	-1%	5%	-8%	0.6	-6%	8
CCCC(C)c1nnc(NC(=O)C2CCCO2)s1 (stereo not drawn)	5%	i	2%	30µM*	-5%	5%	0.7	-1%	x
O=C(NCc1cccnc1)c1ccc(-c2cccc(Cl)c2Cl)o1	22%	-8%	-1%	-11%	13%	17%	2.8	10%	12
COc1ccc(CN(Cc2cccnc2)S(=O)(=O)c2ccc(-n3cnnn3)c(C)c2)cc1OC	49%[activator]	-21%[57.5 µM]	-5%	0%	17%	12%	0.3	5%	x
CCOC(=O)c1sc(NC(=O)C2CC(=O)N(c3ccc(OC)cc3)C2)nc1C (stereo not drawn)	-7%	-4%	-4%	-10%	13%	9%	0.2	-1%	0
CCc1nc2cc(CC(=O)O)ccc2o1	0%	29%[57.5 µM]	1%	-3%	15%	6%	0.6	2%	x
NC(=O)c1ccc(NC(=O)COC(=O)C(Cc2ccccc2)NC(=O)c2ccccc2)cc1 (stereo not drawn)	7%	-2%	-10%	-13%	7%	1%	-1.3	-1%	3
CN(c1ccc(O)cc1)c1nc(-c2cccnc2)cs1	24%	-30%	-26%	-4%	1%	8%	1.8	13%	-3
Cc1nc2c(c(C)nn2-c2ccccc2)c(C)c1Cl	7%	-26%	2%	5%	-4%	1%	-1.2	-5%	1
COc1ccc(C(=O)NCc2nnc(SCC(=O)Nc3ccccc3OC)o2)cc1	11%	-7%	-1%	-6%	4%	6%	-2.2	-6%	1

Structure	GLP-1R inv ag	PTHR1 ag	EPAC1 antag	PLK1 PBD inh	GLP1R ag	EPAC1 ag	IL2 activator	GLP1R cytotox	PI5P4Ka inh
CNS(=O)(=O)c1cccc2cccnc12	41%[activator]	i	-21%	-4%	0%	1%	-1.3	0%	1
CC(C)N(C(=O)[C@H]1CC(CC(=O)NCCC2=CCCCC2)C(=O)N2CCc3c([nH]c4ccccc34)[C@]12C)C(C)C (stereo partly drawn)	-5%	-25%	-3%	-10%	1%	10%	0.1	3%	19
C#CCn1cc(C=C2C(=O)c3ccccc3C2=O)c2ccccc21	21%	0%	-1%	u	-6%	-4%	-0.9	5%	-3
NC(Cc1ccc(O)c([N+](=O)[O-])c1)C(=O)O (stereo not drawn)	15%	i	-5%	-5%	3%	5%	-0.5	-10%	-7
O=C(O)[C@@H](c1ccccc1)N1Cc2ccccc2C1=O	-6%	i	u	-15%	-6%	-2%	-4.0	2%	1
CCO[C@@H]1OC(C(N)=O)=C[C@H](C2CC2)[C@H]1CCCO	14%	-2%	15%	-3%	0%	-14%	-0.4	3%	2
C#CCOCCOCCOCCNc1nc(N2CCN(C(=O)[C@H]([C@@H](C)CC)n3cc([C@@H](N)CO)nn3)CC2)nc(N2CCN(C(=O)[C@H](CCCCN)n3cc([C@@H](N)C(C)CC)nn3)CC2)n1 (stereo partly drawn)	1%	-14%	6%	-3%	-1%	-6%	0.4	8%	5
COCCOC(=O)c1c(C)oc2ccc(OC(=O)c3cccs3)cc12	8%	i	-14%	-6%	0%	6%	2.9	5%	x
CN(C)CCNC(=O)/C(=C/c1ccc(-c2cccc([N+](=O)[O-])c2)o1)NC(=O)c1ccccc1	u	i	3%	-7%	4%	6%	-3.7	u	10
CCc1cc(C(c2cccc(OC)c2)N2CCOCC2)c(NC(=O)c2ccccc2)s1 (stereo not drawn)	u	-8%[57.5 µM]	-6%	-13%	5%	6%	-0.9	-9%	10

Structure	GLP-1R inv ag	PTHR1 ag	EPAC1 antag	PLK1 PBD inh	GLP1R ag	EPAC1 ag	IL2 activator	GLP1R cytotox	PI5P4Ka inh
O=C(Nc1ccc2ccccc2c1)c1ccc(Br)o1	u	-29%	2%	-5%	13%	10%	-4.0	6%	3
CCCc1cc(=O)n2[nH]c(NC(=O)c3ccco3)nc2n1	-14%	-16%	23%	4%	-1%	-3%	1.6	3%	2
O=C(CC1CCS(=O)(=O)C1)Nc1ccc[nH]c1=O (stereo not drawn)	5%	u	14%	-3%	2%	-2%	1.4	-3%	2
Cc1ccc(S(=O)(=O)N2CC3(O)CN(C(=O)OC(C)C)N(C(=O)OC(C)C)CC3(OC(=O)NCC3CCCCC3)C2)cc1 (stereo not drawn)	u	-27%	-20%	-1%	-6%	-31%[inhibitor]	-3.6	8%	-1
CCOC(=O)c1ccc(NC(=O)COc2ccccc2CNC2CCCC2)cc1	u	i	-2%	-7%	11%	4%	-2.7	-29%	8
Cn1c(SCCCC(=O)c2ccc(F)cc2)nnc1-c1ccncc1	u	i	3%	-3%	3%	0%	-0.8	-13%	-7

# Bioassay records deposited in PubChem BioAssay by National Center for Advancing Translational Sciences (NCATS).

# These rows are one share of the data (hit frequency here may not be typical).
